E-sel inducer: E-selectin induction on HUVECs; AID 686992; P16581; HUVEC E-selectin immunofluorescence imaging; normalized: neutral wells 0, TNF-alpha wells 100; activation, % at 7.58 µM; actives 0.37% (n = 260,000);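 active means mean E-selectin-positive cell signal at least 10% of the positive control, reached in at least 60% of replicates, without over 20% cell loss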;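 further: in these data hits start at about 27%; measured in HUVEC primary endothelial cells; signal is the percent of cells scored E-selectin positive by PE staining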
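Read-out: % PE-positive cells | Test system: HUVEC | Doses: One compound dose added by pin transfer | Buffer or medium: EGM-2 over gelatin coat | Signal: Immunofluorescence imaging | Benchmarks: TNF-alpha, DMSO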
FN deposition inh: fibronectin deposition inhibition | AH1F fibroblasts, Alexa488-fibronectin deposition fluorescence, overnight | inhibition, % at 12.6 µM | actives 0.086% (n = 350,000) | AID 743247;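 active means mean inhibition across replicates of 30% or more, regardless of how many single replicates reach that level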;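 further: positive control wells lacked labelled fibronectin entirely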
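Test system: AH1F fibroblast monolayer depositing Alexa488-labelled fibronectin into matrix. Input: 10000 cells per well. Technique: fluorescence, ex 485 nm, em 525 nm. Buffer or medium: DMEM plus 2% serum, read in PBS. Timing: 1 h cell adhesion before compound, then overnight fibronectin incubation. Compound: single dose, pinned. Read-out basis: inhibition from reduced deposited-fibronectin fluorescence.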
RAD54 inh: inhibitors of human RAD54 branch migration; RAD54 Holliday junction branch migration, FAM/BHQ fluorescence; inhibition, % at 10.4 µM; actives 0.14% (n = 360,000); AID 602329;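 active means mean normalized replicate activity at least 40 and at least half of replicates scoring 40 or more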;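 further: 0% = median of neutral control wells and 100% = median of positive control wells; inhibitors cause a drop in the FAM fluorescence signal; in these data hits start at about 50%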
Target sequence (Q92698 whole entry, looked up): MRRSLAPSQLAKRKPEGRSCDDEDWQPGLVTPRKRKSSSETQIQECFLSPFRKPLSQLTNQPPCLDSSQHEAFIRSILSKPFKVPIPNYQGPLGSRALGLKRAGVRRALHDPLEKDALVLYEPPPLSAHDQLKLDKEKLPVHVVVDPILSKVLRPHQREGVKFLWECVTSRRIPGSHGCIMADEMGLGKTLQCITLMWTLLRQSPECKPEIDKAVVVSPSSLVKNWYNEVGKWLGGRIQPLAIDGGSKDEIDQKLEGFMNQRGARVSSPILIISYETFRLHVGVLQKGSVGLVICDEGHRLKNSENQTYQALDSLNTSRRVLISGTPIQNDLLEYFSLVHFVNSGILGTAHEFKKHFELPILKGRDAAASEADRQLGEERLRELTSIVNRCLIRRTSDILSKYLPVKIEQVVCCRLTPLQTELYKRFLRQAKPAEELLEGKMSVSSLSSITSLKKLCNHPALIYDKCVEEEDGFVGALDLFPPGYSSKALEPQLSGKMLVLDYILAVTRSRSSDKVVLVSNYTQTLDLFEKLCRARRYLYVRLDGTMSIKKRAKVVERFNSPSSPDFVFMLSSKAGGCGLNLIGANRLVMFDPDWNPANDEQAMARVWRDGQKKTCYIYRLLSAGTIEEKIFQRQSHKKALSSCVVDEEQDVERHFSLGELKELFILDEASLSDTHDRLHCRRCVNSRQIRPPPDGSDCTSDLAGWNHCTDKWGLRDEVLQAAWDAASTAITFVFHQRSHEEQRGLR
EWS-Fli inh: blocks EWS/Fli oncoprotein-driven transcription; A673 NR0B1-luciferase reporter, viability-normalised; inhibition, % at 12.6 µM; actives 0.67% (n = 350,000); AID 651661;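 active means mean inhibition of at least 50% after viability correction, with every replicate also passing that limit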;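 further: firefly luciferase signal divided by Alamar Blue viability fluorescence both relative to DMSO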
S100A4 MyoIIA: inhibitors of human S100A4 binding to myosin IIA peptide | P26447 | S100A4/TAMRA-MyoIIA peptide fluorescence polarization | inhibition, % at 10.7 µM | actives 0.14% (n = 360,000);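 active means mean inhibition of at least 70% across replicates, with every replicate also reaching that level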
Target sequence (P26447 whole entry, looked up): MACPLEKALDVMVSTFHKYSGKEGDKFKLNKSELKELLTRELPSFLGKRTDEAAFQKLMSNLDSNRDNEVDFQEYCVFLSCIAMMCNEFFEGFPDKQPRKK
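assay system = human S100A4 monomer with TAMRA-labelled myosin IIA peptide | also added = labelled myosin peptide probe, 5 nM | incubation = 5 min between mix addition and reading | control set = DMSO and TFP controls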
XiGFP reactiv: activators of X-chromosome reactivation in mouse fibroblasts; XiGFP mouse fibroblasts, % GFP-positive cells imaging, 3 d; cells co-treated with 5-aza-dC sensitizer; scaled so ellipticine positive control = 100%; activation, % at 7.58 µM; actives 0.055% (n = 360,000);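 active means mean normalized replicate activation at least 10% and every replicate at or above 10%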;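 further: 0% = median of on-plate neutral control wells and 100% = ellipticine 6 µM median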
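System: 68-5-11 XiGFP fibroblast line | Buffer or medium: DMEM containing 5-aza-dC | Compound: Single point | Times: Compounds 3 days, fix/stain 15 min at room temperature | Benchmarks: Positive control ellipticine, 6 µM final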
RAD52 inh: blocks human RAD52 DNA annealing; AID 651710; P43351; recombinant RAD52 DNA annealing, FRET fluorescence; inhibition, % at 18.7 µM; actives 0.46% (n = 360,000);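 active means every replicate showing at least 50% inhibition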
esBAF inh: blocks esBAF chromatin remodeling in mouse ES cells; actives 2% (n = 350,000); reporter increase, % at 12.5 µM; AID 602393; Bmi1-luciferase knock-in reporter, 24 h; 100% = twice the neutral-well signal; in the data active means activation above about 40%;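 further: 0% = median of the plate's neutral control wells and 100% = double that signal; a rise in the Bmi1 reporter signal indicates esBAF inhibition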
* marks the source's active call; other numbers are inactive results; i = inactive; nt = not tested or not shown.

A first look (five entries):
SMILES	E-sel inducer	FN deposition inh	RAD54 inh	EWS-Fli inh	S100A4 MyoIIA	XiGFP reactiv	RAD52 inh	esBAF inh
O=C(CN1C(=O)NC2(CCCC2)C1=O)N1CCN(c2ccc(C(F)(F)F)cc2[N+](=O)[O-])CC1	-0.1	-5	-1	5	-9	0.0	-7	0
COc1ccccc1NC(=S)N(Cc1cccnc1)Cc1ccco1	nt	nt	-5	9	-7	0.1	-12	-6
C[C@H](NC(=O)C[C@@H]1C=C[C@@H](NC(=O)C2CC2)[C@@H](CO)O1)c1ccccc1	-0.1	1	-4	-4	-4	0.2	-8	4
CCCNC(=O)C1(C)CCCN(C(=O)c2cccc(Cl)c2)C1 (stereo not given)	0.5	-1	-4	6	1	0.0	-18	0
CCC(=O)N1C[C@H](C)[C@@H](OC)CN(C)C(=O)c2cc(NC(=O)c3ccc(F)cc3)ccc2OC[C@@H]1C	0.2	-11	-5	-4	1	0.2	13	7

Results (from the top)
SMILES	E-sel inducer	FN deposition inh	RAD54 inh	EWS-Fli inh	S100A4 MyoIIA	XiGFP reactiv	RAD52 inh	esBAF inh
O=C(CN1C(=O)NC2(CCCC2)C1=O)N1CCN(c2ccc(C(F)(F)F)cc2[N+](=O)[O-])CC1	-0.1	-5	-1	5	-9	0.0	-7	0
COc1ccccc1NC(=S)N(Cc1cccnc1)Cc1ccco1	nt	nt	-5	9	-7	0.1	-12	-6
C[C@H](NC(=O)C[C@@H]1C=C[C@@H](NC(=O)C2CC2)[C@@H](CO)O1)c1ccccc1	-0.1	1	-4	-4	-4	0.2	-8	4
CCCNC(=O)C1(C)CCCN(C(=O)c2cccc(Cl)c2)C1 (stereo not given)	0.5	-1	-4	6	1	0.0	-18	0
CCC(=O)N1C[C@H](C)[C@@H](OC)CN(C)C(=O)c2cc(NC(=O)c3ccc(F)cc3)ccc2OC[C@@H]1C	0.2	-11	-5	-4	1	0.2	13	7
CCCCOC(=O)c1nc(Cl)c(Cl)c(N)c1Cl	nt	1	-8	4	1	0.0	-27	nt
Cc1cc(C(=O)NNS(=O)(=O)c2ccccc2C(F)(F)F)nn1C(C)(C)C	0.3	0	nt	10	0	0.0	4	-4
CCN(CC)c1ccc2cc(S(=O)(=O)c3ccc(Cl)cc3)c(=O)oc2c1	nt	-2	-19	10	-6	0.0	i	15
CC1CCN(S(=O)(=O)c2ccc(C(=O)Nc3nnc(C4=COCCO4)o3)cc2)CC1	-0.9	1	-1	25	-6	-0.1	-1	nt
C[C@H](O)C#Cc1cnc2c(c1)C(=O)N([C@@H](C)CO)C[C@@H](C)[C@@H](CN(C)Cc1cncnc1)O2	-0.2	nt	-3	-9	4	-0.1	4	-3
Cn1cccc1C1C(C#N)=C(N)OC2=C1C(=O)CCC2 (stereo not given)	0.7	4	2	9	-6	-0.2	-43	-12
Cc1ccc(S(=O)(=O)Nc2ccc3c(c2)C(=O)N([C@@H](C)CO)C[C@@H](C)[C@@H](CN(C)CC2CCCCC2)O3)cc1	0.2	8	2	10	-7	0.3	0	-1
C[C@H]1CN([C@@H](C)CO)C(=O)c2cc(NC(=O)CCN3CCOCC3)ccc2O[C@H]1CN(C)CC1CCCCC1	0.0	-5	-11	-1	-7	1.6	-16	3
CC(OC(=O)CC1CCCCC1)C(=O)Nc1ccc(F)cc1 (stereo not given)	nt	0	-7	0	-11	-0.1	-2	-1
COc1ccc(S(=O)(=O)NCCOc2ccccc2)cc1-n1cnnn1	nt	4	20	-1	-5	0.0	-9	9
CCOC(=O)[C@]12CCCC=C1N(Cc1ccc3c(c1)OCO3)C(=O)[C@H](CC(=O)N1CCCC1)C2	nt	1	nt	1	-2	-0.1	-14	nt
CC(C)=CC(=O)Nc1ccc(OCc2ccccc2)cc1	nt	-3	nt	-45	-1	0.0	-11	50*
COC(=O)[C@@]1(Cc2ccc(OC)cc2)[C@H]2c3cc(C(=O)N4CCCC4)n(CCn4cc([N+](=O)[O-])nc4C)c3C[C@H]2CN1C(=O)c1ccccc1	nt	2	7	-2	-12	0.0	-3	2
COc1ccc(C2=Nc3ccccc3N(C(=O)c3ccc4ncccc4c3)C2C(=O)NC(C)(C)C)cc1 (stereo not given)	0.1	10	nt	-55	-4	0.1	-68	nt
COc1ccc(S(=O)(=O)N(C)C[C@@H]2OCc3ccccc3-c3ccccc3C(=O)N([C@@H](C)CO)C[C@H]2C)cc1	-0.5	-3	1	5	-8	-0.4	9	0
C/C=C/c1ccc2c(c1)O[C@@H](CN(C)C(=O)NCCC)[C@@H](C)CN([C@@H](C)CO)S2(=O)=O	0.0	nt	-7	6	-24	0.1	24	2
CC(CCc1ccccc1)NC(=O)c1ccccc1Cl (stereo not given)	0.1	-2	6	-1	-9	0.4	-6	-5
O=S(=O)(Cc1ccccc1)N1CCCCN2[C@H](C1)[C@H](c1ccc(-c3ccccc3)cc1)[C@@H]2CO	0.1	nt	-3	14	nt	0.3	nt	nt
COc1ccccc1-c1cc(=O)c2c(O)ccc([N+](=O)[O-])c2o1	0.2	0	-5	-3	-4	0.1	7	11
C[C@H](CO)N1C[C@H](C)[C@H](CN(C)C(=O)Nc2ccc(C(F)(F)F)cc2)OCCCC[C@H](C)Oc2ccc(NC(=O)Cc3ccccc3)cc2C1=O	0.2	nt	-14	-13	nt	0.2	nt	3
COc1ccc(S(=O)(=O)N2CCCC2CNC(=O)C(=O)NCc2ccccn2)cc1 (stereo not given)	0.0	2	4	-5	0	0.1	-15	0
C[C@@H]1CCCCO[C@H](CN(C)Cc2ccc(C(=O)O)cc2)[C@H](C)CN([C@@H](C)CO)C(=O)c2cc(NC(=O)c3ccncc3)ccc2O1	0.0	nt	5	-10	-1	-0.1	101*	5
N/C(=N\c1nc2ccccc2o1)NC(=O)c1ccc([N+](=O)[O-])cc1	-0.3	-6	0	-9	7	0.0	-6	nt
COc1ccccc1-n1ccnc(SCC(=O)NC2CCCC2)c1=O	-0.1	7	nt	2	12	0.3	-8	3
O=C(CCCn1c(=O)oc2ccccc21)Nc1ccccc1	-0.1	11	2	-38	-3	0.1	-8	51*

Profiles, looked up by structure.
Shown for Cc1ccc(S(=O)(=O)Nc2ccc3c(c2)C(=O)N([C@@H](C)CO)C[C@@H](C)[C@@H](CN(C)CC2CCCCC2)O3)cc1 → E-sel inducer = 0.2; FN deposition inh = 8; RAD54 inh = 2; EWS-Fli inh = 10; S100A4 MyoIIA = -7; XiGFP reactiv = 0.3; RAD52 inh = 0; esBAF inh = -1
Shown for C/C=C/c1ccc2c(c1)O[C@@H](CN(C)C(=O)NCCC)[C@@H](C)CN([C@@H](C)CO)S2(=O)=O → E-sel inducer = 0.0; FN deposition inh = nt; RAD54 inh = -7; EWS-Fli inh = 6; S100A4 MyoIIA = -24; XiGFP reactiv = 0.1; RAD52 inh = 24; esBAF inh = 2

Following part.
SMILES	E-sel inducer	FN deposition inh	RAD54 inh	EWS-Fli inh	S100A4 MyoIIA	XiGFP reactiv	RAD52 inh	esBAF inh
CCOc1ccc(CNC(=O)C(C)n2ccc3cc(S(=O)(=O)N4CCCC4)ccc32)cc1 (stereo not given)	nt	-7	-11	nt	-3	0.1	-24	6
COc1ccc(CNC(=O)c2[nH]c(C(F)(F)F)nc2-c2ccccc2)cc1OC	0.3	8	-9	-1	-4	0.0	-13	1
CCC(=O)Nc1ccc2c(c1)C(=O)N(C)C[C@H](OC)[C@H](C)CN(C(=O)c1ccccc1F)[C@H](C)CO2	-0.3	3	6	-11	-37	0.6	-21	9
CCNC(=O)Nc1ccc2c(c1)C(=O)N(C)[C@@H]1CC[C@H](CC(=O)NCCN3CCCC3)O[C@@H]1CO2	-0.1	-1	-17	-3	nt	0.4	nt	0
Clc1nc(N2CCOCC2)ncc1Br	-0.2	9	nt	10	1	0.5	-6	nt
CNC(=O)C[C@@H]1CC[C@@H]2[C@H](COc3ccc(NC(=O)c4ccc(F)c(F)c4)cc3C(=O)N2C)O1	0.0	15	-37	-5	-2	0.1	7	-4
COc1cc(C(=O)Nc2scc(-c3ccc(C)cc3)c2C(=O)O)cc(OC)c1OC	0.3	-9	-9	-112	2	-0.1	2	8
O=C1C2CCCN2C(c2ccccc2F)N1c1cccc(Cl)c1 (stereo not given)	0.3	1	-3	5	4	0.0	-29	7
NC(=O)c1ccc[n+](CC(=O)c2ccc(F)cc2)c1	nt	5	nt	11	2	0.1	-2	nt
CC(=O)c1sc(NC(=O)C2CC(=O)N(Cc3ccco3)C2)nc1-c1ccccc1 (stereo not given)	nt	-9	nt	2	0	-0.1	-22	nt
C[C@@H]1CCCCO[C@@H](CN(C)C(=O)NC2CCCCC2)[C@@H](C)CN([C@H](C)CO)C(=O)c2cc(NC(=O)c3ccccc3)ccc2O1	-0.2	-3	-5	5	nt	0.0	nt	-3
O=C(NCCc1ccccc1)c1n[nH]c(=O)c2ccccc12	nt	-19	4	-22	3	0.0	-7	34
C[C@H](CO)N1C[C@H](C)[C@@H](CN(C)C(=O)c2cccc(F)c2)Oc2cc(C#CC3CC3)ccc2S1(=O)=O	0.3	nt	4	4	3	-1.0	8	1
CCN(CC)S(=O)(=O)c1ccc(N2CC(C(=O)NCc3ccco3)CC2=O)cc1 (stereo not given)	-0.1	-5	-2	-1	1	-0.1	-5	-2
C=CCOc1ccccc1CN1CCCCCC1	2.6	13	-5	-1	0	0.0	1	-1
OCC[C@@H]1C[C@H](O)[C@@H](O)[C@]2(CCCc3ccccc3O2)O1	0.0	6	13	2	1	0.0	0	1
O=C(CSc1nnnn1-c1cccc(F)c1)NC1CCCCC1	-0.3	-2	-2	0	-2	0.1	-18	-3
O=C(/C=C/c1ccccc1Cl)Nc1ccc(Cl)cn1	nt	-7	nt	-40	-6	0.1	-15	nt
O=S(=O)(NN=C1CCCCC1)c1ccccc1	-0.8	1	2	1	-3	0.0	-20	0
CN(CC(=O)Nc1ccc(Cl)cc1)C1=NS(=O)(=O)c2ccccc21	nt	-17	4	1	-5	-0.1	-7	-7
CC(=O)c1ccc(-c2nnc(CCC(=O)N(C)Cc3cnc4ccccn34)o2)s1	1.0	8	nt	-3	-1	-0.8	-15	nt
CC(=O)N/C(=C\c1ccccc1)C(=O)OCC(=O)NC1CCCC1	nt	-4	-2	4	2	0.0	2	nt
O=C(CSc1nnc(-c2ccco2)o1)c1ccc(O)cc1O	0.1	2	-6	-5	-6	0.0	-50	0
COc1ccc(C(=O)NC(=S)N2CCOCC2)cc1Br	0.2	nt	1	nt	1	0.0	-6	-4
CCc1c(C(=O)N2CCCN(C)CC2)csc1C	-0.1	-3	-4	nt	-6	0.2	-8	7
COc1ccc(COCC(O)CN(Cc2ccccc2)C(C)C)cc1OC (stereo not given)	3.2	-4	nt	5	6	-0.1	-1	nt
CC1(C)Cc2cccc(Oc3ccc(S(=O)(=O)N4CCCCC4)cn3)c2O1	4.8	-13	-5	-1	2	0.0	-9	-12

Screens deposited in PubChem BioAssay by Broad Institute.
